Bioassay records: PubChem BioAssay, National Center for Advancing Translational Sciences (NCATS)
Chronic BCR inh – qHTS Assay to Find Inhibitors of Chronic Active B-Cell Receptor Signaling; AID 493014, 2011; hit rate 0.05% among 340,000; Potency, µM (doses to about 46.1 µM), for the others: at the top dose ratio change, negative = lower green/red ratio, usual class: inhibitors; ABC-DLBCL IkBa-CBG/CBR reporter, luminescence ratio, 4 h; active = well fitted inhibition curve with a large enough effect in the signal ratio, with a control signal flat, not every such curve was filed as active; inconclusive = small, poorly fitted or top-dose-only effect, or effect the other way, or a change in a side signal; the % refers to the signal ratio;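 also: potency is read from the fitted curve at half-maximal effect; plate controls were basal doxycycline-induced cells for no effect and cells given 10 µM MG132 for full effect; MG132 reads +100%, hits lower the ratio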
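Cell line TMD8 (human ABC DLBCL), stably expressing tet-inducible CBG68-IkBa fusion and CBR; IMDM/0.5% FBS; cpd up to 46 uM; dox induction, 4 h, 37C/5% CO2; dual luminescence; green/red ratio; MG132 control.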
USP2a block – qHTS Assay for Inhibitors of Ubiquitin-specific Protease USP2a Using CHOP2 as the Reporter | Potency, µM (top dose mostly 38.3 µM), for inactives: top-dose activity change, negative = inhibition, usual class: inhibitors | hit rate 0.01% among 330,000 | Ubiquitin carboxyl-terminal hydrolase 2 (Homo sapiens), O75604 | USP2 core, Ub-CHOP2 coupled fluorogenic reporter, 485/531;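 also: potency is read from the fitted curve at half-maximal effect; plate controls were DMSO wells for no effect and full inhibition by NEM control for full effect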
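USP2 core (10nM final) preincubated 30min RT with compound in 20mM Tris-HCl pH 8.0, 2mM CaCl2, 2mM beta-mercaptoethanol, 0.05% CHAPS; 25nM Ub-CHOP2 plus 25nM reporter substrate added, fluorescence (Ex485/Em531) read after 60min.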
KCNH2 WT inh – qHTS for Inhibitors of KCHN2 3.1: Wildtype qHTS | activity change, % at 1.84 µM | hit rate 0.37% among 340,000 | U2OS, BacMam KCNH2, thallium flux FluxOr; stronger effect = lower value | Voltage-gated inwardly rectifying potassium channel KCNH2 (Homo sapiens), Q12809;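 active = maximum activity change below -70%; inconclusive = maximum activity change between -70% and -50%; inactive = maximum activity change above -50%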
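U2OS cells were transduced with wild-type KCNH2 virus (2.03 x 10^8 / mL) for 4 h at room temperature, then cultured overnight at 37 C. Thallium flux was read with FluxOr dye. Rate constants were normalized to DMSO controls.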
Giardia kill – Small Molecules that selectively kill Giardia lamblia: qHTS. Giardia lamblia trophozoite viability. activity change, % at 7.66 µM, hits read low. hit rate 0.15% among 340,000; in the data active = activity change below about -80%; inconclusive = between about -30% and that limit;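 also: parasites exposed to compound for two days anaerobically before the ATP read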
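Killing of trophozoites was scored by loss of ATP luminescence after a 48 hrs anaerobic exposure to compounds at 37 deg C, using 100 cells per well.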
B2AR arrestin – qHTS assay of beta-arrestin-biased ligands of beta2-adrenergic receptor. beta-arrestin recruitment to beta2AR, cell-based reporter. Beta-2 adrenergic receptor (Homo sapiens), P07550. Potency, µM (top dose mostly 46.1 µM), inactives show top-dose activation, hits mostly activators. AID 492947, 2010. hit rate 0.02% among 330,000;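 also: potency is read from the fitted curve at half-maximal effect; 0% = DMSO controls and full agonism = EC100 isoproterenol or metaproterenol; nearly all actives have a fitted effect of over 65% in size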
Eya2 phos inh – qHTS Assay for Inhibitors of the Phosphatase Activity of Eya2 | Protein phosphatase EYA2 (Homo sapiens), O00167 | recombinant Eya2, OMFP fluorescence dephosphorylation (OMFP is methylfluorescein phosphate) | Potency, µM (doses to about 76.9 µM), without a hit: at the top dose activity, negative = inhibition, actives largely listed as inhibitors | hit rate 0.006% among 330,000 | AID 488837, 2010; also: potency is read from the fitted curve at half-maximal effect
Target sequence (O00167 whole entry, looked up): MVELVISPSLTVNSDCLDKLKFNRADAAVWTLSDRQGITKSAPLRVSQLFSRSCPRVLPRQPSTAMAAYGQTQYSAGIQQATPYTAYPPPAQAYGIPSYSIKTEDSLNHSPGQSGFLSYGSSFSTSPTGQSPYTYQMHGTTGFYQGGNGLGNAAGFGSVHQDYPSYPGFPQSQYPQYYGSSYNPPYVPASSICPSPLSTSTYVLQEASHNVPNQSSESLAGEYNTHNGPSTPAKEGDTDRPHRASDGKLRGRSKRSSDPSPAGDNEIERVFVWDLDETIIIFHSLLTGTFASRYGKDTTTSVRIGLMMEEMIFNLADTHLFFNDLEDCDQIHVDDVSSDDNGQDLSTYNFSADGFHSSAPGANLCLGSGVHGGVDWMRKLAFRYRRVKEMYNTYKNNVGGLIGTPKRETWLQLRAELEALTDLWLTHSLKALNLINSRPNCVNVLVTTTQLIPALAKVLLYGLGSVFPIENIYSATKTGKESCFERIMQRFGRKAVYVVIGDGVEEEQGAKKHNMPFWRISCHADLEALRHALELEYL
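Eya2 protein (added as 0.2 uM solution) was preincubated with compound for 10 min at ambient temperature in 50 mM HEPES pH 7.5, 50 mM NaCl, 5 uM MgCl2, 0.05% BSA, 1 mM DTT. OMFP (added at 50 uM) then reacted 10 min; fluorescence read at 485/525 nm.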
FBPA coupling cs – qHTS Assay for Inhibitors of Fructose-1,6-bisphosphate Aldolase from Giardia Lamblia: Coupling assay counterscreen. coupling enzyme system counterscreen, AmpLite Red fluorescence. activity change, negative = inhibition, % at 58.2 µM, hits read low. hit rate 0.67% among 290,000. AID 2472, 2010; in the data active = activity change below about -30%
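Compounds tested against the coupling enzymes alone at 57.5 uM final; readout was AmpLite Red fluorescence (525/598 nm) after 20 min at RT.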
KCNH2 3.1 block – qHTS for Inhibitors of KCHN2 3.1: Mutant qHTS; Potassium voltage-gated channel subfamily H member 2, brain isoform KCNH2 3.1 (human); U2OS KCNH2 3.1, thallium flux FluxOr; stronger effect = lower value; activity change, % (tested at about 1.8 µM); hit rate 0.95% among 340,000;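 active = maximum activity change below -70%; inconclusive = maximum activity change from -70% to -50%; inactive = maximum activity change above -50%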;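 also: thallium influx rate constant from kinetic fluorescence after stimulation buffer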
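FluxOr-based Tl+ influx in U2OS cells transduced with KCNH2 3.1 virus; rate constants normalized to DMSO controls.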
PKM2 activator – qHTS Assay for Activators of Human Muscle isoform 2 Pyruvate Kinase. Pyruvate kinase PKM (Homo sapiens), P14618. hit rate 0.34% among 260,000. purified PKM2, Kinase-Glo ATP luminescence, activation; response scale: 0% is enzyme alone, no compound. Potency, µM (titrated, usually from 57.5 µM), without a hit: at the highest dose activation, most hits filed as activators; also: potency is read from the fitted curve at half-maximal effect; nearly all actives have a fitted effect of over 55% in size
Target sequence (P14618 whole entry, looked up, canonical isoform): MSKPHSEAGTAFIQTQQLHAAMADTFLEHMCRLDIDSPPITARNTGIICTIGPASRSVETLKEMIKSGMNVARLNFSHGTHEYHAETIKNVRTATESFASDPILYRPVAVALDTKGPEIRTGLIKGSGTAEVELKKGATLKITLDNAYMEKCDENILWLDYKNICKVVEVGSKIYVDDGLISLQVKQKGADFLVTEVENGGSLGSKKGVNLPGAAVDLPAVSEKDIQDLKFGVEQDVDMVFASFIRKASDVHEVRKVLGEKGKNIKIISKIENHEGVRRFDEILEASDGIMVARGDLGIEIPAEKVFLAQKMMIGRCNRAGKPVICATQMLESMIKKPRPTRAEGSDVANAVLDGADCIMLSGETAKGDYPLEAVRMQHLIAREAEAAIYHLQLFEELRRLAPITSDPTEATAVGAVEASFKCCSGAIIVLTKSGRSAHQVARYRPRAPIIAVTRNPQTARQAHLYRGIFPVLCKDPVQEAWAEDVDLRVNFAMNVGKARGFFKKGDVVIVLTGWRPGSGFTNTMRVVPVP
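hPK-M2, >95% pure; 0.1 mM ADP / 0.5 mM PEP final; imidazole pH7.2 buffer w/ 7 mM MgCl2, 50 mM KCl; 1 h RT; Kinase-Glo lum. Intermediate enzyme activity for dual inhibitor/activator qHTS.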
GALK inh – qHTS Assay for Inhibitors of Human Galactokinase (GALK). P51570. Purified GALK, Kinase-Glo residual ATP luminescence. Potency, µM (doses to about 57.5 µM), without a hit: at the top dose activity change, negative = inhibition, usual class: inhibitors. hit rate 0.007% among 270,000. AID 1868, 2009; also: potency is read from the fitted curve at half-maximal effect
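Quantitative HTS: GALK 5 nM, ATP 35 uM, galactose 100 uM, 1 h room temperature, then luciferase-based ATP detection.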
uPA surface inh – qHTS for Inhibitors of Cell Surface uPA Generation. cell surface uPA generation assay, qHTS. Potency, µM (titrated, usually from 38.3 µM), for the others: top-dose activity change, negative = inhibition, most hits filed as inhibitors. hit rate 0.31% among 330,000; active = well fitted inhibition curve with a large enough effect; inconclusive = small, poorly fitted or top-dose-only effect; inactive = no such curve, though single readings can be large or run the other way; tested in mouse RAW 264.7 cells; also: potency is read from the fitted curve at half-maximal effect; nearly all actives have a fitted effect of over 55% in size
The depositor's hits bear a star; i = inactive; ? = inconclusive; nt = no result given; [ ] = remark or other dose. Unless noted, calls follow the shape of the dose curve; as a rule, active = well fitted curve in the direction sought with a large enough effect; inconclusive = small, poorly fitted or top-dose-only effect, or another doubt; inactive = no such curve, though single readings can be large; an effect the other way counts as inactive or inconclusive. Unless noted, % is scaled to controls: 0 for no effect and ±100 for the full control effect.

SMILES	Chronic BCR inh	USP2a block	KCNH2 WT inh	Giardia kill	B2AR arrestin	Eya2 phos inh	FBPA coupling cs	KCNH2 3.1 block	PKM2 activator	GALK inh	uPA surface inh
COc1cccc(C2=NOC(C(=O)NCc3ccccc3)C2)c1 (stereo unspecified)	?	0%	-1	3	-0.1%	5%	2	17	-4%	3%	-8%
Cc1ccsc1C(=O)OCC(=O)N1CCN(C(=O)c2ccco2)CC1	-1%	2%	-3	-6	-0.1%	6%	1	-11	-1%	-1%	0%
CCS(=O)(=O)c1ccc(C(=O)NC2CC2)c(Cl)c1Cl	7%	0%	-16	-4	-0.1%	-3%	-2	13	-2%	0%	10%
Cc1cccc(C2c3[nH]c4ccccc4c3CCN2C(=O)Cc2nc(-c3ccccc3)n[nH]2)n1 (stereo unspecified)	2%	-2%	-1	1	3.0%	5%	-2	-2	10%	-2%	-1%
c1ccc(CN2C3=NCCCN3c3ccccc32)cc1	11%	-4%	9	13	0.2%	-1%	4	-5	-2%	0%	-4%
COc1ccc(OC)c2[nH]c(=O)c(CCNC(=O)c3ccc4c(c3)OCO4)cc12	?	4%	-3	?	0.3%	-10%	-7	nt	-3%	-1%	-4%
CC1=C(C(N)=O)C(c2ccccc2F)n2nc(CCCO)nc2N1 (stereo unspecified)	5%	3%	17	61[activator]	0.2%	11%	-1	5	nt	-1%	-12%
CC(=O)C(=Cc1ccc(C(=O)O)cc1)C(C)=O	1%	1%	i	-14	-0.2%	-5%	-1	0	-4%	0%	8%
CCCCCOC(=O)C1=C(C)NC(=O)NC1c1ccc(N(C)C)cc1 (stereo unspecified)	1%	0%	5	34[activator]	0.0%	1%	-1	5	2%	-3%	17%
Cn1c(SCc2ccc(F)cc2)nnc1-c1cccs1	-1%	5%	-11	-3	0.0%	-6%	6	-24	14%	2%	nt
CC(C)CCn1c(-c2nonc2N)nc2ccccc21	?	-1%	8	17	-0.6%	-3%	1	-2	1%	-4%	-2%
Cc1cccc(NC(=O)C2CCN(S(=O)(=O)c3cccs3)CC2)n1	9%	2%	-19	-7	-0.1%	0%	-2	7	1%	0%	nt
COc1ccc(NC(=O)COC(=O)CNS(=O)(=O)/C=C/c2ccccc2)cc1OC	-4%	-1%	-5	-8	-1.6%	6%	nt	12	nt	nt	10%
Oc1ccc(Br)cc1-c1ccnn1-c1ccccc1	?	-1%	3	7	0.6%	-8%	2	1	0%[11.5 µM]	7%	-9%
O=C(Nc1ccccc1C(=O)N1CCOCC1)c1ccncc1	?	2%	-4	-5	-0.2%	11%	2	-22	3%	2%	-2%
COc1ccccc1NC(=O)CNC(=O)c1ccc(F)cc1	?	1%	-6	-3	-0.3%	1%	8	2	4%	2%	3%
CCC(C)[C@H](NC(=O)C1CC(=O)N(c2ccc3c(c2)OCCO3)C1)C(=O)N1CCCCC1 (stereo partly specified)	1%	4%	-2	3	-0.2%	3%	2	14	nt	7%	6%
COc1cc(C(=O)Oc2c(CN3CCOCC3)cc(Cl)c3cccnc23)cc(OC)c1OC	-2%	0%	0	25	3.5µM*	-3%	-7	-31	15%	2%	?
CN(CCCC(=O)Nc1ccc(OC(F)F)cc1)S(=O)(=O)c1ccc(F)cc1	-6%	-2%	5	-15	-0.4%	-23%	0	-7	-2%	-2%	-2%
CC(C)CNS(=O)(=O)c1ccc(CCC(=O)NCc2ccncc2)cc1	10%	0%	6	8	2.9%	0%	11	4	-19%	5%	-1%
COC(=O)c1cc(OC)ccc1-c1ccc(OC)cc1	10%	0%	16	14	0.1%	4%	1	-3	-1%	nt	-28%
CCOC(=O)c1[nH]c(C)c(C(=O)OCC(=O)N(Cc2ccccc2)C(C)C)c1C	12%	-1%	9	-9	0.3%	-6%	nt	5	nt	nt	2%
COc1ccc(NC(C(=O)Nc2cccc(C(C)=O)c2)c2ccccc2)cc1 (stereo unspecified)	4%	-1%	2	-19	-1.7%	-1%	2	4	-4%	0%	-1%
Cc1ccc(CNC(=O)COC(=O)c2ccc(Br)o2)cc1	-1%	-1%	-1	-15	-0.1%	-7%	nt	-11	nt	nt	?
CCCCN(C)C(=O)CSc1nc(NCc2ccc(OC)cc2)c2ccccc2n1	1%	0%	1	-7	-0.8%	-11%	3	-16	4%	4%	nt
SMILES	Chronic BCR inh	USP2a block	KCNH2 WT inh	Giardia kill	B2AR arrestin	Eya2 phos inh	FBPA coupling cs	KCNH2 3.1 block	PKM2 activator	GALK inh	uPA surface inh
CCOc1cccc(-c2nn3c(-c4ccccn4)nnc3s2)c1	0%	0%	-6	10	-0.1%	0%	3	7	-15%	0%	nt
Cc1ccc2[nH]c(C)c(CC(=O)O)c2c1	18%	7%	0	-9	-0.4%	3%	-40*	15	-4%	-4%	3%
CCN(CC)CCNC(=O)c1cn(CC)c2ccc(S(=O)(=O)N(C)C3CCCCC3)cc2c1=O	-16%	3%	19	5	-0.1%	11%	1	6	nt	1%	-5%
CC(C)(C)NS(=O)(=O)c1ccc(C(=O)Nc2ccc3c(c2)OCO3)cc1	?	4%	-8	13	0.3%	-11%	-1	4	-6%	-2%	2%
O=C(Nc1ccc([N+](=O)[O-])cc1)N1CCCCCC1	6%	3%	-8	16	-1.0%	4%	-2	17	0%	7%	-2%
CCOC(=O)C1=C(N)N(c2ccc(N3CCCCC3)cc2)C(=O)C1	-6%	4%	-17	-8	-0.3%	4%	0	-6	?	7%	-2%
COc1cccc(C2C3(C#N)C(N)=NC(OC)(OC)C23C#N)c1 (stereo unspecified)	3%	2%	0	13	-0.5%	9%	0	13	1%	nt	-1%
Cc1cc(/C=C2\SC(=O)N(C)C2=O)c(C)n1-c1ccc(S(N)(=O)=O)cc1	-1%	0%	0	-7	0.3%	2%	-1	-6	nt	5%	3%
CCOc1cc(C=O)ccc1OCC(N)=O	5%	3%	12	-6	-0.4%	-6%	0	1	0%	0%	12%
Cc1ccc(C)c(-n2c(SCC(N)=O)nnc2-c2ccccn2)c1	0%	0%	-6	41[activator]	-0.4%	13%	1	-17	-3%	4%	3%
COc1ccc(C(C)(C)C)cc1NC(=O)COC(=O)C1=NNC(=O)CC1	0%	2%	-6	11	-0.2%	0%	nt	7	nt	nt	5%
CC(=O)N1CCN(C(=O)c2ccc3c(c2)S(=O)(=O)c2ccccc2C3=O)CC1	-15%	2%	-4	1	0.4%	-4%	0	-2	nt	nt	-4%

3 entries from above, in markdown:
| SMILES | Chronic BCR inh | USP2a block | KCNH2 WT inh | Giardia kill | B2AR arrestin | Eya2 phos inh | FBPA coupling cs | KCNH2 3.1 block | PKM2 activator | GALK inh | uPA surface inh |
| --- | --- | --- | --- | --- | --- | --- | --- | --- | --- | --- | --- |
| COc1ccc(NC(=O)COC(=O)CNS(=O)(=O)/C=C/c2ccccc2)cc1OC | -4% | -1% | -5 | -8 | -1.6% | 6% | nt | 12 | nt | nt | 10% |
| CN(CCCC(=O)Nc1ccc(OC(F)F)cc1)S(=O)(=O)c1ccc(F)cc1 | -6% | -2% | 5 | -15 | -0.4% | -23% | 0 | -7 | -2% | -2% | -2% |
| Cn1c(SCc2ccc(F)cc2)nnc1-c1cccs1 | -1% | 5% | -11 | -3 | 0.0% | -6% | 6 | -24 | 14% | 2% | nt |

Individual results from the entries so far:
CC1=C(C(N)=O)C(c2ccccc2F)n2nc(CCCO)nc2N1 (stereo unspecified) | Giardia kill = 61[activator]
COc1cc(C(=O)Oc2c(CN3CCOCC3)cc(Cl)c3cccnc23)cc(OC)c1OC | GALK inh = 2%
CCCCN(C)C(=O)CSc1nc(NCc2ccc(OC)cc2)c2ccccc2n1 | Giardia kill = -7
COc1ccccc1NC(=O)CNC(=O)c1ccc(F)cc1 | GALK inh = 2%
